Bioassay records (PubChem BioAssay)
ssDAF-12 act = S. stercoralis DAF-12 nuclear receptor activators, primary screen, cell-based, luminescence, HEK293, GRIP1 co-expression, lit1-tk-luc. HEK293 ssDAF-12/GRIP1 lit1-tk-luc reporter; % of 3 µM dafachronic acid response. activation, % at 6.8 µM. 1% of 370,000 active;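 active = activation above the mean over all tested compounds plus 3 SD, cut at about 0.9% in these data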;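 also: 0% = DMSO-only wells and 100% = 3 µM delta7-dafachronic acid wells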
hcDAF12 agonist = H. contortus DAF-12 nuclear receptor activators, primary screen, cell-based, luminescence, HEK293, lit1-tk-luc reporter; 1.4% of 370,000 active; HEK293 hcDAF-12 lit1-tk-luc reporter; 0% DMSO, 100% Δ7-dafachronic acid; activation, % at 6.8 µM;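 active = activation above the mean of all tested compounds plus 3 SD, cut at about 5.5% in these data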;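 also: 100% = response to 3 µM Δ7-dafachronic acid high control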
NPR1 activator = GC-A stimulated cGMP production enhancers – HEK293 GC-A cells, cGMP TR-FRET, EC30 ANP, primary screen. 0% at EC30 ANP, 100% saturating ANP. activation, % at 10 µM. 0.14% of 370,000 active. AID 1671463, 2021; in the data active = activation above about 40%
SMARCA2 act = SMARCA2 (BRM) function activators, primary screen, cell-based, luminescence, high throughput; MG213 cells, MMTV-luciferase reporter, dexamethasone, overnight; 1% of 370,000 active; AID 652017, 2013; activation, % at 9.1 µM; in the data active = activation above about 7.8%;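 also: 0% = vehicle wells and 100% = reference activator wells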
GAA850 FXN act = FXN promoter activators, primary screen, cell-based, luciferase luminescence, HEK293 lucGAA850. HEK293 lucGAA850 FXN promoter luciferase reporter, 24 h; percent of 10 µM SAHA response. activation, % at 6 µM. 0.56% of 360,000 active;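 active = activation above the average of all compounds screened plus 3 SD, cutoff fixed separately per campaign, cut at about 7.5% in these data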;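 also: 0% = DMSO wells and 100% = 10 µM SAHA wells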
hgDAF-12 ag = H. glycines DAF-12 receptor agonists, primary screen, cell-based, luminescence, HEK293, GAL4 fusion, UAS-luciferase; Nuclear hormone receptor DAF-12 (Heterodera glycines), GAL4 fusion; HEK293 GAL4-hgDAF12 UAS-luciferase reporter, agonist luminescence; normalized to butyrate control; activation, % at 6.8 µM; 1.8% of 370,000 active; AID 687014, 2013;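 active = activation above a cutoff set at the mean of all screened compounds plus 3 SD, cut at about 10% in these data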;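 also: 0% = DMSO wells and 100% = sodium butyrate wells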
DAX1 inh-1 = DAX1 (NR0B1) inhibitors on StAR promoter, primary screen, cell-based, luminescence, SF-1 (NR5A1), full-length DAX-1; 1.1% of 370,000 active; HEK293T StAR-luciferase reporter, SF-1/DAX-1 repression relief; inhibition, % at 6.8 µM; AID 652010, 2013;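 active = inhibition above the mean over all tested compounds plus 3 SD, cut at about 3.6% in these data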;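 also: 0% = DAX-1 cells with DMSO and 100% = cells lacking DAX-1 with DMSO; higher inhibition means more luminescence from relief of DAX-1 repression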
ADAM17 inh = ADAM17 inhibitors, primary screen, biochemical, QFRET; 0.83% of 370,000 active; inhibition, % at 6.95 µM; recombinant ADAM17, EDANS/DABCYL FRET peptide cleavage; AID 720648, 2013; Disintegrin and metalloproteinase domain-containing protein 17 (Homo sapiens), P78536;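 active = inhibition above the mean of compounds lying between control limits plus 3 SD, set per campaign, cut at about 8.5% in these data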;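 also: 0% = DMSO-only wells as the low control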
Target sequence (P78536 215-824 limits assumed): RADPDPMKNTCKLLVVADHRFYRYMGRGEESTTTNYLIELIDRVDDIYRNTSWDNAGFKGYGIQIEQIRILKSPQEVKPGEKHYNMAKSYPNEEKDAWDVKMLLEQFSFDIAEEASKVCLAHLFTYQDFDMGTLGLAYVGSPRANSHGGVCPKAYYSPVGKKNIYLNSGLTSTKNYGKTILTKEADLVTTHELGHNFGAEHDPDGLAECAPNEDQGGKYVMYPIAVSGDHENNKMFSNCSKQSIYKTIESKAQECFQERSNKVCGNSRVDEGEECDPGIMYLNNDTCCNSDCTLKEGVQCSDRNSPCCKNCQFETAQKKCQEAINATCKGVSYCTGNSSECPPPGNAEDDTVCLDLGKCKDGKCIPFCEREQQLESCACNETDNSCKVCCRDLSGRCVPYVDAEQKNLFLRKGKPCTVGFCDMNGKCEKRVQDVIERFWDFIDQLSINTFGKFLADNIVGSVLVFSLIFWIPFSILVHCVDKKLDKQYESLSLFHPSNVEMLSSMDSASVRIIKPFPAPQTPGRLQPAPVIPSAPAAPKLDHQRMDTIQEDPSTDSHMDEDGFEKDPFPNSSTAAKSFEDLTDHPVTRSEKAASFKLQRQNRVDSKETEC
PG9 Ab binder = binders of HIV-1 gp120 antibody PG9, primary screen, biochemical, TR-FRET; TR-FRET gp120-PG9 antibody binding; inhibition, % at 6.7 µM; 0.43% of 360,000 active; AID 624416, 2012; in the data active = inhibition above about 8.5%
DAX1 inh-2 = DAX1 (NR0B1) inhibitors, primary screen, cell-based, HEK293, Gal4-DAX1, luciferase luminescence; Nuclear receptor subfamily 0 group B member 1 (Homo sapiens), P51843; HEK293 Gal4-DAX1 luciferase reporter; inhibition, % at 6.75 µM; 0.99% of 340,000 active; AID 504766, 2011;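 active = inhibition above the mean over all tested compounds plus 3 SD, cut at about 4.2% in these data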;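 also: 0% = DAX1-transfected cells with DMSO and 100% = empty-vector control cells with DMSO; inhibition shows as a rise in luminescence from relieved DAX1 repression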
ADAM10 inh = human ADAM10 inhibitors, primary screen, biochemical, QFRET, HTS; 0.62% of 370,000 active; inhibition, % at 7 µM; Disintegrin and metalloproteinase domain-containing protein 10 (Homo sapiens), O14672; recombinant ADAM10, EDANS/DABCYL FRET peptide cleavage, 3 h;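 active = inhibition above a per-campaign cutoff equal to the mean of compounds falling between control-based bounds plus 3 SD, cut at about 20% in these data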;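 also: 0% = DMSO wells while the 100% control is not disclosed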
Target sequence (O14672 214-748 limits assumed): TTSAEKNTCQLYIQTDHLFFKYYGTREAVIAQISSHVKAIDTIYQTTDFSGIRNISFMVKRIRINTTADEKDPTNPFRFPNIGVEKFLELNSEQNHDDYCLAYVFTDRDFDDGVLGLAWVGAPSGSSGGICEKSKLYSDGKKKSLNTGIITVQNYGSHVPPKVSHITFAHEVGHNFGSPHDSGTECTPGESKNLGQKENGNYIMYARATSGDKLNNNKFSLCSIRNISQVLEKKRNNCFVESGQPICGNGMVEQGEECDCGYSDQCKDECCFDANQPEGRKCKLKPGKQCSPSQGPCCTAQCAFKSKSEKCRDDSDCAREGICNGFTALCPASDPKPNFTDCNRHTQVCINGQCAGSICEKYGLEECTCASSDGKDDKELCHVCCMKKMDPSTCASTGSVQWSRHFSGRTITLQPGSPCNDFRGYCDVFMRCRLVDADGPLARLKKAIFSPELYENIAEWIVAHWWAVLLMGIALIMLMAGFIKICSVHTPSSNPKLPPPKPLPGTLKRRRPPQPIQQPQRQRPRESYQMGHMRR
* = called active by the depositor; nt = no result given.

SMILES	ssDAF-12 act	hcDAF12 agonist	NPR1 activator	SMARCA2 act	GAA850 FXN act	hgDAF-12 ag	DAX1 inh-1	ADAM17 inh	PG9 Ab binder	DAX1 inh-2	ADAM10 inh
O=C(c1c(F)cccc1F)N1CCC(n2nnc3cc(C(F)(F)F)ccc32)CC1	-1.6	-1.8	-6	-2	-1.2	1.1	0.5	-1	1.1	-0.4	1
Cc1c(C(=O)O)sc2nc(CSc3nnc(-c4ccc(F)cc4)n3C)[nH]c(=O)c12	-1.4	1.0	2	-3	-1.2	2.0	-0.4	-4	-1.3	0.0	3
COc1ccc(C(=O)N/N=C/c2ccc(N3CCOCC3)s2)cc1OC	-1.1	-0.5	-19	8.4*	0.5	2.0	0.6	-3	-33	0.8	-21
COc1ccc(C2c3[nH]c4ccccc4c3C[C@H]3C(=O)N(C4CCN(Cc5ccccc5)CC4)CC(=O)N23)c(OC)c1 (some centres undefined)	-0.9	4.0	0	-3	1.1	0.7	-0.4	5	-0.6	-0.1	16
CC(C)N(CCNC(=O)c1ccc(CS(=O)(=O)c2c(Cl)cccc2Cl)o1)Cc1ccccc1	-0.8	-2.0	-6	-1	-1.6	1.1	-0.3	-4	-2.5	-0.3	5
Cc1nn(C)cc1C1C(C#N)=C(N)N(c2cccnc2)C2=C1C(=O)CCC2 (centres undefined)	-0.1	-0.2	0	-4	-0.5	-3.4	-0.3	-6	-1.3	-1.3	-14
Cc1ccc(NC(=O)CSc2ccc(S(=O)(=O)N3CCCC3)cn2)cc1F	-0.8	-1.2	1	-3	0.0	-2.3	5.9*	0	2.5	0.5	-14
COc1ccccc1S(=O)(=O)N1CCn2cccc2C1C (centres undefined)	-0.7	0.1	0	-2	1.6	2.3	1.3	-5	-0.4	0.0	-16
Cc1nc2ccc(NC(=O)N(C)c3ccccc3)cc2s1	-1.0	0.2	6	-4	-0.3	-0.9	0.2	-6	-0.1	0.4	-15
CCc1nc2ccc(C(=O)NCc3ccc4c(c3)OCO4)cn2c1N(C)C(=O)Cc1ccccc1	-1.2	-0.6	2	-2	-1.3	3.9	0.0	-4	-0.1	nt	-21
COc1ccc(F)cc1COc1nc(C)nc2ccccc12	-0.9	-2.3	-5	-3	0.2	-0.7	-0.4	-2	0.0	-0.9	0
COc1ccc(/C=N/NC(=O)c2ccn[nH]2)cc1COc1ccc(F)cc1	-1.1	0.2	-4	8.4*	1.9	1.6	0.0	4	-1.5	-2.2	9
CCn1c(CNc2nc(-c3ccccc3)cs2)nnc1SCC(=O)NCc1ccccc1	-1.8	-2.8	-7	-2	-1.4	-2.3	-0.8	11*	-3.8	-0.8	20*
CN(C)S(=O)(=O)N1CCN(c2ccc([N+](=O)[O-])c(NC3CC3)c2)CC1	-1.4	0.0	-6	-2	0.3	-0.7	-0.8	-3	0.2	0.3	-5
CC1=C(C(=O)OCc2ccccc2)C(c2ccc(Cl)cc2)NC(=O)N1CCCC(=O)O (centres undefined)	-1.0	-0.1	1	0	nt	-3.0	0.5	2	1.1	nt	3
Cc1nc(CNC(=O)c2cc(COc3ccc(F)cc3Cl)on2)cs1	-2.1	-2.5	18	-2	-0.6	0.0	0.1	-6	0.8	-0.5	1
CN(C)c1ccc(/C=N/NC(=O)c2ccc3nc[nH]c3c2)cc1	-1.2	-1.1	-9	-1	2.3	2.0	-0.1	-4	-14	-0.9	-4
COc1ccc(S(=O)(=O)NCC2CCCN(Cc3ccc(OC)cc3F)C2)cc1 (centres undefined)	-1.5	-0.3	-2	0	0.9	0.5	0.1	1	-1.3	0.9	-1
CC(C)Cc1cc(C(=O)O)n[nH]1	-0.2	-0.4	2	-2	-1.9	-0.1	-0.5	1	0.0	0.2	1
CCC(C)NC(=S)Nc1ccc(C(=O)OC)cc1 (centres undefined)	-2.5	-3.8	3	-2	0.2	-6.6	-1.6	3	-1.7	-2.5	5
O=C(Cc1ccc(S(=O)(=O)N2CCOCC2)s1)Nc1ccc2c(c1)CCC2	-1.5	-1.6	-3	-3	1.6	0.6	-1.5	-2	-3.0	-0.8	10
CCOc1ccc(C(=S)NC2CCCCC2)cc1OCC	-1.3	-1.1	2	0	1.8	-1.6	-0.2	0	2.4	0.9	-1
COc1ccc(F)cc1S(=O)(=O)NCC(=O)NCc1cc(=O)n(C)c(=O)n1C	-2.0	-0.6	-1	-1	-0.3	-1.3	1.5	-4	-0.4	0.4	-2
COc1ccc(CCNC(=O)CC(=O)N/N=C\c2ccc(OCC(N)=O)cc2)cc1OC	-1.4	0.0	2	-3	0.7	-0.2	0.1	-6	-1.6	0.8	-18
COc1ccc(NC(=O)C2COc3ccccc3O2)cc1S(=O)(=O)N1CCOCC1 (centres undefined)	-0.7	1.1	1	0	0.2	1.2	-0.3	1	-2.1	0.2	6
CCOC(=O)CC1CCCCN1C(=O)c1cc(COc2cccc3cnccc23)on1 (centres undefined)	-2.3	-5.6	0	-4	-5.2	-8.6	-9.1	-30	-2.7	-4.7	-89
Cc1ccc(-n2nc(C)c(NC(=O)CCl)c2C)cc1C	-1.4	-2.1	3	6	-5.9	-11	-3.9	-4	0.2	-4.2	-7
O=C(Nc1ccccc1)N1CCN(c2ccccc2)CC1	-1.0	-1.8	0	0	2.6	2.3	0.7	-3	-1.8	1.5	-9
COC(=O)[C@H](C(C)C)N1Cc2nnn(CC3CCCCC3)c2-c2cc(F)ccc2S1(=O)=O	-2.1	-2.6	0	-3	nt	0.5	-0.7	3	nt	nt	8
CCCNC(=O)C1(C)CCCN(Cc2ccc(-n3ccnc3)cc2)C1 (centres undefined)	-0.8	-0.7	1	2	-0.5	0.3	-0.2	-6	-2.6	nt	-3
COc1ccccc1CC(=O)NNC(=O)c1cccs1	0.5	4.4	3	0	-1.2	-1.4	0.1	-1	-0.7	3.3	-2
CCC(C)NC(=O)c1ccccc1NC(=O)COc1ccc(OC)cc1 (centres undefined)	-0.9	-1.2	-4	-2	-0.5	0.6	-1.2	4	-0.8	0.5	13
CC(C)OC(=O)CSc1nnc(-c2ccc(O)cc2)n1Cc1ccccc1	-1.4	-2.9	-5	-1	2.3	0.5	-1.2	-3	1.9	-0.1	-3
CC(=O)c1cc(NC(=O)c2ccc(C)cc2)c(=O)oc1/C=C/N(C)C	-1.1	2.3	-9	3	-0.1	5.8	0.6	-3	-18	2.6	-6
Cc1ccc(C(=O)N2CCC3(CC2)Oc2ccc(F)cc2C(=O)C32CC(c3cccnc3)=NO2)s1 (centres undefined)	-1.4	0.7	0	0	-3.2	-0.1	-0.5	-2	0.4	-0.9	-16
CCCN(CCC)C(=O)Cn1c(=O)n(CCCCCC(=O)Nc2ccccc2)c(=O)c2sccc21	-0.5	-1.7	0	-1	1.5	-1.4	0.0	-2	3.0	0.8	-1
O=C(NCc1cccs1)C1CCCN(S(=O)(=O)c2ccccc2)C1 (centres undefined)	-0.7	-1.6	1	-4	nt	-4.1	0.3	5	nt	nt	-8
COc1ccc(S(=O)(=O)N2CCOCC2)cc1NC(=O)c1cc(C)oc1C	-1.2	-2.0	7	-2	1.0	-1.6	-2.0	-5	0.7	-0.2	-15
O=C(NCC1CCCO1)c1ccc(COCC(F)(F)C(F)F)cc1 (centres undefined)	-1.0	0.8	0	1	1.1	3.5	0.3	-3	-0.7	-0.7	-4
Cc1cc(N)c(NC2=CC(=O)CC(C)(C)C2)cc1C	-0.6	2.6	-3	2	3.8	5.9	0.5	-23	-2.9	0.6	-70
O=C(CCN1C(=O)/C(=C\c2ccc(F)cc2)SC1=S)Nc1ccccc1	-1.5	0.8	-2	-2	-0.8	0.3	-0.3	-1	-0.6	0.5	5
CN(C)c1cccc(C(=O)NN2C(=O)NC3(CCCCC3)C2=O)c1	-0.7	1.1	-3	3	1.6	5.7	1.0	-4	-2.1	0.9	-17
COc1ccc(CNC(=O)COC(=O)c2ccc(Br)c(S(=O)(=O)N3CCOCC3)c2)cc1	-1.4	-0.4	-4	-1	0.3	1.2	-0.5	-2	1.0	-1.1	-13
Cc1ccc(N(C)C(=O)c2ccc(CNc3c(N4CCC(C)CC4)c(=O)c3=O)cc2)cc1	-1.9	-0.1	1	-3	0.5	-2.7	0.1	0	0.6	2.9	3
COc1ccc(N2CCN(C(CNS(=O)(=O)c3ccc(C)cc3)c3ccccc3)CC2)cc1 (centres undefined)	-1.0	0.2	-5	-1	-2.4	-1.3	0.0	-5	-2.6	0.7	-2
COc1ccc(-n2c(SC)nnc2-c2c[nH]c3ccccc23)cc1	-0.9	0.3	-11	-1	-0.8	0.2	-0.9	2	0.6	0.6	3
O=C(Nc1c(-c2ccc(Cl)cc2)[nH][nH]c1=O)c1ccccc1Cl	-1.1	-1.1	-3	-3	nt	-4.1	0.8	1	-2.0	nt	-5
COc1ccc(-c2nc(N)n(C(=O)c3cccs3)n2)cc1	-0.9	1.4	2	-4	0.9	2.2	0.7	4	0.9	0.5	5
O=S(=O)(c1ccc(Br)cc1)N1CCCC1c1nc2ccccc2s1 (centres undefined)	-0.8	-1.3	-4	-1	-0.8	-1.7	0.1	1	-2.2	1.7	10
CCN(C(=O)COC(=O)CNS(=O)(=O)c1ccc2ccccc2c1)C1CCCCC1	-0.9	0.4	2	-2	1.9	-1.1	-0.6	1	1.0	-1.3	-10
Fc1ccc(CSc2nnc(-c3ccncc3)o2)cc1	-1.4	-1.7	0	0	-5.8	6.5	0.6	-4	0.7	0.6	-5
CN(C)N(C)C(=O)C(O)(c1ccccc1)c1ccccc1	-1.0	-0.8	-2	0	4.0	1.3	-0.3	2	-2.0	-0.5	-7
CCCCN(C(C)=O)c1c(CC)nc2ccc(C(=O)NCCOc3ccc(OC)cc3)cn12	-1.6	-2.2	-3	-2	-0.9	-0.7	-0.9	-3	1.6	nt	-9
CN(CC(=O)Nc1ccc(F)cc1)C(=O)CCc1ccccc1	-0.9	-1.6	0	1	0.7	-0.9	-0.1	0	-0.9	0.3	12

Three entries out of the list, sorted by number of heavy atoms, ascending:
SMILES	ssDAF-12 act	hcDAF12 agonist	NPR1 activator	SMARCA2 act	GAA850 FXN act	hgDAF-12 ag	DAX1 inh-1	ADAM17 inh	PG9 Ab binder	DAX1 inh-2	ADAM10 inh
COc1ccccc1CC(=O)NNC(=O)c1cccs1	0.5	4.4	3	0	-1.2	-1.4	0.1	-1	-0.7	3.3	-2
COc1ccc(S(=O)(=O)N2CCOCC2)cc1NC(=O)c1cc(C)oc1C	-1.2	-2.0	7	-2	1.0	-1.6	-2.0	-5	0.7	-0.2	-15
CCn1c(CNc2nc(-c3ccccc3)cs2)nnc1SCC(=O)NCc1ccccc1	-1.8	-2.8	-7	-2	-1.4	-2.3	-0.8	11*	-3.8	-0.8	20*

No enrichment for hits; any-hit rate near 6.8%.
